Screens deposited in PubChem BioAssay by National Center for Advancing Translational Sciences (NCATS).
USP1-UAF1 inh: inhibitors of human USP1/UAF1 deubiquitinase. recombinant USP1/UAF1, Ub-Rhodamine cleavage fluorescence. Potency, µM (titrated, usually from 57.1 µM), inactives show at the top dose activity change, negative = inhibition, usual class: inhibitors. 390,000 compounds, 0.23% hits. AID 743255. O94782; note: potency is the fitted concentration of half-maximal effect; % is set by controls: 0 for no effect and ±100 for the full control effect; nearly all actives have a fitted effect of over 60% in size; inactives centre near -12
Target sequence (O94782 whole entry, looked up): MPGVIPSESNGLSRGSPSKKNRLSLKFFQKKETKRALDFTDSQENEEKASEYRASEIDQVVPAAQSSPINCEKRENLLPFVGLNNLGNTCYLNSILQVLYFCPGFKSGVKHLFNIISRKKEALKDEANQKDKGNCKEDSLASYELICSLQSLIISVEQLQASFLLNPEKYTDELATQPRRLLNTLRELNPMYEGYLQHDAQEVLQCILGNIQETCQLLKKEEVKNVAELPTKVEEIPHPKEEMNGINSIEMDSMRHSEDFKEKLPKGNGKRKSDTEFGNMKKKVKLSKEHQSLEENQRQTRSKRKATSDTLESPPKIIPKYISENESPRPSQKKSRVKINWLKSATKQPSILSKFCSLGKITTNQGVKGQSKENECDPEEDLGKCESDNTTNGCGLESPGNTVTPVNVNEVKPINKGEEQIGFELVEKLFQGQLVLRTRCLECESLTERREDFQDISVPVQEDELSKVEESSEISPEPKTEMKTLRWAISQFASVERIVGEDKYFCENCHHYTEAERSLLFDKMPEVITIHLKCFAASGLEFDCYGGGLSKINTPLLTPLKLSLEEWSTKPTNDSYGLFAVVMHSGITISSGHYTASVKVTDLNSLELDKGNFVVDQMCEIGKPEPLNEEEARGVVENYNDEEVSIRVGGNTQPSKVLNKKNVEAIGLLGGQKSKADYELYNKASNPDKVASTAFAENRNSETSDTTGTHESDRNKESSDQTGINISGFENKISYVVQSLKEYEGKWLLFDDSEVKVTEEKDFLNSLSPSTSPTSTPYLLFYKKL
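USP1/UAF1 complex at 1 nM was preincubated with compound for 15 min at room temperature, then Ub-Rho substrate (150nM final) was added. Fluorescence (480/540 nm) was read kinetically, 6 reads every 60 seconds.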
GLS inhibitor: glutaminase GLS (human) inhibition | 410,000 compounds, 0.21% hits | AID 624170 | Potency, µM (series often up to 45.5 µM), inactives show at the highest dose activity change, negative = inhibition, usual class: inhibitors | GLS enzymatic activity, qHTS titration | O94925; note: potency is the fitted concentration of half-maximal effect; % is set by controls: 0 for no effect and ±100 for the full control effect
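hKGA in 45 mM KH2PO4 pH 8.2, 0.02% Tween-20 with pin-transferred compounds; 1 mM L-glutamine (stock) plus glutamate oxidase/HRP/Amplex Red coupling added. Fluorescence read initially and after 30 min at RT.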
HP1b binding inh: inhibitors of HP1-beta chromodomain binding to methylated histone tails | P83916 | AlphaScreen HP1-beta / biotin-H3K9me3 peptide binding | Potency, µM (titrated, usually from 114 µM), for the others: at the top dose activity change, negative = inhibition, hits mostly inhibitors | 390,000 compounds, 0.56% hits | AID 540317; note: potency is the fitted concentration of half-maximal effect; nearly all actives have a fitted effect of over 70% in size; inactives centre near 23
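Compound inhibition of the preformed complex between 50 nM HP1-beta and 50 nM biotinylated H3K9me3 peptide was read by AlphaScreen. Buffer was PBS pH 7.4 with 0.01% Tween-20. Incubations ran 30 min at room temperature, with 10 ug/mL donor/acceptor beads.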
PGK inhibitor: blocks T. brucei phosphoglycerate kinase. PGK/GAPDH coupled, Kinase-Glo luminescence, 60 min. P07378. 380,000 compounds, 0.043% hits. Potency, µM (titrated, usually from 57.5 µM), for the others: at the top dose activity change, negative = inhibition, usual class: inhibitors. AID 602233; note: potency is the fitted concentration of half-maximal effect; % is set by controls: 0 for no effect and ±100 for the full control effect; nearly all actives have a fitted effect of over 60% in size
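Recombinant glycosomal PGK reaction used 1,3-bisphosphoglycerate generated in-well by GAPDH (100nM final) in 100mM TEA pH 7.6, 5mM MgCl2, 0.01% Tween-20. After 60 minutes at room temperature, ATP was read by Kinase-Glo Plus luminescence end-point.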
TrxR1 inh: rat TrxR1 inhibition; recombinant rTrxR1, NADPH fluorescence consumption, selenite substrate; Potency, µM (series often up to 114 µM), for the others: top-dose activity change, negative = inhibition, most hits filed as inhibitors; O89049; 390,000 compounds, 1% hits; note: potency is the fitted concentration of half-maximal effect; % is set by controls: 0 for no effect and ±100 for the full control effect; nearly all actives have a fitted effect of over 65% in size
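Rat TrxR1 (90 nM in the dispensed reagent) was pre-reduced with 400 uM NADPH for 5 min at room temperature, then incubated with compound for 15 min. After 400 uM selenite was added, NADPH fluorescence (Ex 340/Em 450 nm) was followed for 8 min.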
IDH1 R132H inh: blocks human mutant IDH1 R132H enzyme; O75874; IDH1-R132H enzyme, NADPH consumption, diaphorase/resazurin fluorescence; Potency, µM (titrated, usually from 76.6 µM), for inactives: at the top dose activity change, negative = inhibition, usual class: inhibitors; 390,000 compounds, 0.093% hits; AID 602179; note: potency is the fitted concentration of half-maximal effect; % is set by controls: 0 for no effect and ±100 for the full control effect; nearly all actives have a fitted effect of over 65% in size
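IDH1-R132H (0.5 ug/mL dispensed) in pH 7.5 Tris buffer was preincubated 30 min with compound, then given a substrate mix of 0.016 mM NADPH and 2 mM alpha-KG for 80 min at room temperature; remaining NADPH was read by diaphorase/resazurin fluorescence.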
PI4K2A inh: blocks human PI4K2A kinase activity. Q9BTU6. purified PI4K2A, ADP-Glo luminescence, 1 h; active compounds read low. activity change, negative = inhibition, % at 76.9 µM. 420,000 compounds, 0.13% hits. AID 1346378; in the data active = activity change below about -50%; inconclusive = mostly about -30% to -49%;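 note: -100% = wells without enzyme as full effect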
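PI4K2A activity was measured by ADP-Glo luminescence: enzyme (4 ug/mL stock) and phosphatidylinositol (1.2 mM stock) in Tris pH 7.5/MgCl2/EGTA/Triton X-100 buffer were reacted with ATP (300 microM stock) for one hour at ambient temperature.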
Pin1 inhibitor: blocks the human prolyl isomerase Pin1 | AID 504891 | Pin1 FP peptide displacement, HiFluor488, 10 min | 390,000 compounds, 0.009% hits | Potency, µM (top dose mostly 115 µM), inactives show top-dose activity, negative = inhibition, usual class: inhibitors; active = well fitted inhibition curve with a large enough effect in the polarisation, with a control signal flat, not every such curve was filed as active; inconclusive = small, poorly fitted or top-dose-only effect, or effect the other way, or a change in a side signal; inactive = no such curve, though single readings can be large or run the other way; the % refers to the polarisation; note: potency is the fitted concentration of half-maximal effect; % is set by controls: 0 for no effect and ±100 for the full control effect
Target sequence (Q13526 whole entry, looked up): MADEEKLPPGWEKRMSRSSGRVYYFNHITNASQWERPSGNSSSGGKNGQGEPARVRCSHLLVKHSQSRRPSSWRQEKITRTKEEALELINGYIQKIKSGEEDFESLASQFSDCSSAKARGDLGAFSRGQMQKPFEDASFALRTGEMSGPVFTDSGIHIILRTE
TrxR1 substrate: is turned over as a substrate by rat TrxR1 | Potency, µM (doses to about 114 µM), inactives show at the top dose activity change, negative = substrate turnover | purified TrxR1 substrate turnover, NADPH consumption readout | O89049 | 390,000 compounds, 0.01% hits; note: potency is the fitted concentration of half-maximal effect; % is set by controls: 0 for no effect and ±100 for the full control effect; nearly all actives have a fitted effect of over 50% in size
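Rat TrxR1, dispensed at 90 nM, was prereduced with 400 uM NADPH (final) for 5 min at ~22 deg C, then incubated with compound 15 min before 400 uM selenite. A first-read NADPH fluorescence drop versus no-compound background flagged substrates.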
* = called active by the depositor; i = inactive; u = inconclusive; x = not tested or not shown; & = joins results of further samples; [ ] = remark or other dose. Unless noted, calls come from the whole dose curve; as a rule, active = well fitted curve in the direction sought with a large enough effect; inconclusive = small, poorly fitted or top-dose-only effect, or another doubt; inactive = no such curve, though single readings can be large; an effect the other way counts as inactive or inconclusive.

SMILES	USP1-UAF1 inh	GLS inhibitor	HP1b binding inh	PGK inhibitor	TrxR1 inh	IDH1 R132H inh	PI4K2A inh	Pin1 inhibitor	TrxR1 substrate
N#CCCn1c(SCC(=O)Nc2ccc(N3CCOCC3)cc2)nc2ccccc21	-14%	17%	19%	i	13%	1%	5	-3%	2%
CSc1ncccc1C(=O)NC(C)CCc1ccccc1 (stereo unspecified)	-19%	-3%	59%[activator]	x	17%	12%	1	-1%	3%
O=S(=O)(c1ccc2ccccc2c1)N1CCNCC1	2%	5%	20%	0%	-4%[57.1 µM]	7%	-1	-6%	-5%
O=S(=O)(c1ccc(Oc2ccc(Br)cc2)cc1)N1CCOCC1	-10%	-3%	86%[activator]	-8%	12%[57.1 µM]	1%	0	5%	-5%
O=C(c1cc(=O)c2ccccc2o1)N1CCN(c2ccccc2F)CC1	-4%	0%	28%	-7%	23%[57.1 µM]	8%	-3	-5%	7%[57.1 µM]
CCc1ccc(NC(=O)NCCCN2CCCC2=O)cc1	-5%	-12%	14%	i	-21%	-5%	4	4%	-18%
Cc1cc(N2CCN(C(=O)c3ccco3)CC2)c2ccccc2n1	-1%	4%	33%	-2%	-4%	-11%	-1	9%	-3%
COc1ccc(/C=C/C(=O)NC(=S)NNC(=O)c2c(-c3ccccc3)noc2C)cc1	-9%	10%	-9%	8%	6%	2%	8	7%	5%
CN(C)S(=O)(=O)c1ccc(C(=O)NCc2nnc(SCC(=O)NCc3ccco3)o2)cc1	-6%	1%	14%	-5%	-16%	5%	4	-7%	-3%
Cc1cccc2c1c1ccc3c(c1n2C)C(=O)C=CC3=O	-12%	-6%	6.3µM*	-8%	u	40µM*	-22	u	12%[57.1 µM]
CCOC(=O)C1=C(C)NC2=C(C(=O)CCC2)C1c1coc2ccccc2c1=O (stereo unspecified)	13%	14%	24%	4%	-15%	0%	-1	-8%	-1%
O=C(COc1ccccc1-c1nc(-c2ccccc2)no1)Nc1ccccc1[N+](=O)[O-]	-13%	4%	-33%	-1%	13%	-2%	3	-2%	-2%
COc1ccc(CNC(=S)NCc2ccc(Cl)cc2)cc1OC	-21%	4%	22%	-8%	15%	-4%	-2	-2%	-1%
CCOC(=O)C1CCN(C(=O)COC(=O)c2nn(C)c(=O)c3ccccc23)CC1	5%	1%	35%	0%	-5%	-5%	1	6%	-9%
CCN1CCN(C(c2nnnn2Cc2ccc3c(c2)OCO3)C(C)C)CC1 (stereo unspecified)	-15%	-2%	31%	0%	8%	2%	-7	6%	1%
CCOC(=O)c1c(C)[nH]c(C)c1S(=O)(=O)N(C)CC(=O)NCc1ccc(C)cc1	-26%&-7%	-1%&2%	27%&12%	-9%&-6%	3%	14%&-26%	-1&-2	-5%&1%	-2%
CCC(C)Sc1nc2c(cnn2-c2ccc(C)c(C)c2)c(=O)[nH]1 (stereo unspecified)	-6%	3%	14%	-4%	29%	-18%	7	-6%	1%
Cc1ccc(C)c(Cn2c(=O)c3c(nc4n3CCN4Cc3ccco3)n(C)c2=O)c1	-16%	3%	2%	4%	6%	-3%	0	4%	-1%
CCOc1ccc(S(=O)(=O)N2CCC(C(=O)NCc3cccnc3)CC2)cc1C	-18%	2%	26%	-6%	-3%	9%	5	-4%	-6%
Cc1ccc(C)c(NC(=O)CN(C)C(=O)c2ccc(COc3ccccc3)cc2)c1	-18%	2%	x	i	x	1%	1	x	x
Cc1c(Cc2ccccc2)c(=O)oc2cc(O)cc(O)c12	-9%	-4%	20%	0%	u	-16%	2	u	30%[activator]
Cc1nc2ccccc2c(=O)n1-c1ccc(NS(=O)(=O)c2ccc(F)cc2F)cc1	-16%	3%	27%	0%	-10%	6%	-2	-4%	-9%
C=CCOc1c(Br)cc(CNCCCN2CCOCC2)cc1OC	-26%	-1%	42%[activator]	3%	38%[2.29 µM]	-2%	-1	-7%	5%
Cc1ccc(S(=O)(=O)NC(=O)c2ccc(F)cc2)c(C)c1	-8%	2%	24%	i	29%	14%	5	1%	1%
Cc1nn(C2CCS(=O)(=O)C2)c(Cl)c1/C=C/C(=O)OCC(=O)Nc1ccc2c(c1)OCO2 (stereo unspecified)	-10%	-10%	17%	-11%	14%[57.1 µM]	-6%	5	4%	5%[57.1 µM]
(next part)
SMILES	USP1-UAF1 inh	GLS inhibitor	HP1b binding inh	PGK inhibitor	TrxR1 inh	IDH1 R132H inh	PI4K2A inh	Pin1 inhibitor	TrxR1 substrate
Cc1ccc(C(=O)Nc2ccc(Br)cc2)cc1S(=O)(=O)Nc1ccccn1	-7%	-1%	30%	-3%	10%	2%	1	37%[activator]	9%
CCOC(=O)N1CCN(C(=O)/C(=C/c2ccc(Cl)cc2)NC(=O)c2ccccc2)CC1	-7%	5%	20%	-1%	18%	-6%	4	1%	-8%
O=C(CS(=O)(=O)c1c[nH]c2ccccc12)N1CCCCCC1	-2%	-6%	26%	-1%	31%[57.1 µM]	13%	4	-13%	7%[57.1 µM]
CN(C)c1nc(=S)nc(NCc2ccccc2)[nH]1	-15%	11%	33%	-5%	-5%[57.1 µM]	0%	-1	3%	4%[57.1 µM]
CCc1cc(C(=O)Nc2ccc(S(=O)(=O)NC3=NCCCCC3)cc2)sc1C	-13%	7%	-11%	-10%	28%[57.1 µM]	2%	-25	u	-4%
Cc1ccc(NC(=S)N2CCN(S(C)(=O)=O)CC2)cc1C	-15%	6%	55%[activator]	0%	3%	-1%	-12	-7%	4%
Cc1ccc2c(c1)[C@H]1[C@H](CO2)[C@H](c2ccccc2)[C@]2(C)C(=O)N(Cc3ccco3)CC(=O)N12	-12%	-7%	-8%	-7%	u	-14%	-7	6%	5%[57.1 µM]
COCc1c(C(=O)N/N=C/C2CC=CCC2)nnn1-c1nonc1N (stereo unspecified)	-13%	7%	22%	i	-4%	-1%	-7	7%	-5%
Oc1ccc(/C=N/Nc2nccnc2Cl)cc1	-7%	25%	-10%	11µM*	1%[57.1 µM]	7%	-15	4%	4%[57.1 µM]
O=C(Nc1cccc(-c2csc(Nc3cccc(C(F)(F)F)c3)n2)c1)c1ccccc1	-34%	0%	22%	-9%	9%[57.1 µM]	1%	-3	10%	-8%[57.1 µM]
CC(C)c1ccc(Nc2ccc(C(=O)O)cc2[N+](=O)[O-])cc1	-18%	-3%	-13%	-3%	4%[57.1 µM]	1%	0	-8%	8%[57.1 µM]
CCOc1cc(CN2CCN(c3ncccn3)CC2)ccc1OC	-16%	4%	u	7%	-2%[57.1 µM]	0%	-2	-4%	3%[57.1 µM]
Cc1ccc2cc3cc(C(=O)NCc4ccco4)oc3nc2c1	-20%	18%	6%	10%	-9%	13%	-7	152%[activator]	62%[activator]
O=C(CSc1ccccc1)NCc1ccc2c(c1)CCN2C(=O)c1ccc(F)cc1	-6%	5%	32%	11%	5%[57.1 µM]	0%	-4	-5%	-6%[57.1 µM]
O=C(c1ccccc1)C(O)(CN1CCCCC1)c1ccccc1 (stereo unspecified)	-8%	u	-12%	-10%	u	-12%	-2	0%	4%
CCN(CC)CCNC(=O)CN1C(=O)CSc2ccc(S(=O)(=O)N3CCOCC3)cc21	-7%&-21%	-5%&0%	1%	-3%&-3%	20%[57.1 µM]	11%&6%	-3&6	-11%	0%[57.1 µM]
N/C(=N/OCC(=O)Nc1cccc2ccccc12)c1nonc1N	-12%	17%	7%	4%	23%	2%	-1	-6%	7%
Cc1ccc(NS(=O)(=O)c2ccc(C)c(C(=O)NCC(c3ccccc3)N(C)C)c2)cc1 (stereo unspecified)	-26%	5%	24%	3%	-33%	-1%	-2	-2%	u
CCOC(=O)C(C)n1cnc2scc(-c3ccc(C)cc3)c2c1=O (stereo unspecified)	-23%	-6%	28%	-9%	41%[activator]	3%	-8	u	9%
O=C(c1ccccc1)N1N=C(C(F)(F)F)CC1(O)c1ccccc1 (stereo unspecified)	-5%	3%	44%[activator]	4%	9%	6%	0	-2%	-6%
O=S(=O)(c1ccccc1)c1nc(-c2cccc(Cl)c2)oc1NCc1ccccc1	-17%	12%	8%	-3%	44%	0%	-2	-10%	24%
Cc1ccc(C(=O)N2CCN(c3ccc(NC(=S)NC(=O)Cc4ccccc4)cc3)CC2)cc1	-24%	21%	u	-5%	-18%	1%	2	16%	9%
COc1ccccc1N1CCN(C2CCCN(C(=O)c3cc(C(C)C)on3)C2)CC1 (stereo unspecified)	-1%	6%	x	4%	x	-4%	2	x	x
N#CC1=C(N)OC2=C(C(=O)CCC2)C1c1ccsc1 (stereo unspecified)	3%	8%	4%	-4%	-18%	1%	-2	3%	12%[57.1 µM]
Cc1ccccc1S(=O)(=O)Cc1ccc(C(=O)NCCCN2CCCC(C)C2)o1 (stereo unspecified)	-19%	-10%	60%	i	5%	0%	-29	-9%	3%
COC(=O)[C@@]1(Cc2ccc(OC)cc2)[C@@H]2C(=CC(=O)[C@H]2CC(=O)C(=O)N2CCCC2)CN1C(=O)c1ccccc1	-14%	-1%	40%[activator]	-10%	-11%[57.1 µM]	3%	-13	12%	-8%[57.1 µM]
O=C(CSc1nncn1-c1ccccc1)Nc1c(F)cccc1F	-4%	1%	34%	0%	21%	6%	0	-9%	12%
Cc1cc(C)cc(NC(=O)C(=O)NCCc2c[nH]c3ccccc23)c1	-26%	2%	-6%	-2%	7%[57.1 µM]	2%	1	6%	-3%[57.1 µM]

An excerpt (hit frequency here may not be typical).
